From PubChem
PPC-1+TRAIL kill – kills PPC-1 cancer cells in the presence of TRAIL; 220,000 tested, 0.41% active; AID 1443; PPC-1 cells + TRAIL, ATPLite viability luminescence; cell killing (% activity), % at 4 µM;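 active = cell killing above 50% in the first pass at 4 µM, then a duplicate retest at 5 µM averaging 50% or more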;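 also: plate controls were cells with TRAIL plus DMSO for no effect and medium-only wells lacking cells for full effect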
TNF death inh – TNF-alpha cell death inhibition in Jurkat FADD-/- cells; Jurkat FADD-/- TNF necroptosis rescue, ATP luminescence, 24 h; 0 = TNF only, 100 = no-TNF cells; activation (protection from cell death), % at 10 µM; 220,000 tested, 0.068% active; AID 463075;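 active = activation, meaning protection from cell death, of at least 50% relative to plate controls; inactive = activation below 50%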;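 also: necroptosis triggered by 40 ng/mL TNF-alpha added together with compound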
Runt-SMMHC FRET – blocks binding of human RUNX1 Runt domain to CBFb-SMMHC; Cerulean-Runt/Venus-CBFb-SMMHC FRET ratio 530/480, 1 h; inhibition, % at 20 µM; 220,000 tested, 0.74% active;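 active = mean inhibition across duplicate retests at 20 µM reaching about 50%, limit read from the data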;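 also: 0% = DMSO wells and 100% = wells with excess untagged CBFb-SMMHC; inhibitors lower the FRET ratio by blocking Runt binding to CBFb-SMMHC; some results filed as inactive read as strong as hits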
Target sequence (Q01196 whole entry, looked up, the tested form may be a part): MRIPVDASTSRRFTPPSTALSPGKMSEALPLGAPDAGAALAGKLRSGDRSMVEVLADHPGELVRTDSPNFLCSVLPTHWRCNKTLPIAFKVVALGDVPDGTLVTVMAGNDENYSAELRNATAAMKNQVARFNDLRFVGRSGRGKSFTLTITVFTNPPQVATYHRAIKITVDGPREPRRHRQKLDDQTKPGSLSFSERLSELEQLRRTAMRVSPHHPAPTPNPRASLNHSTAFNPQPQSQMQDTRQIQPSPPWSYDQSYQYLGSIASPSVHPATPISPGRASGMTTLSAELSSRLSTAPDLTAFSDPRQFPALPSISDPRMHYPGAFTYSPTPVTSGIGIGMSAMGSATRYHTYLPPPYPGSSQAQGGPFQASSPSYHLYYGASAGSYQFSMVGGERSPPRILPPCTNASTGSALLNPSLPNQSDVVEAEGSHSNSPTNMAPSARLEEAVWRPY
Target sequence (Q13951 whole entry, looked up, the tested form may be a part): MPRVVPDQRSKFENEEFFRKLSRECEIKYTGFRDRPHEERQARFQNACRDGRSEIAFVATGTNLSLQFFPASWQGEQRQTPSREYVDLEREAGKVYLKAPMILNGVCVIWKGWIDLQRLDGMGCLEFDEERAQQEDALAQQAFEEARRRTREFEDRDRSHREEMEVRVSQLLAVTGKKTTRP
TRPML3 agonist – activates the human TRPML3 channel; activation, % at 3 µM; HEK293 TRPML3-YFP, Fluo-8 calcium fluorescence; 100% = the carbachol control signal; 220,000 tested, 0.29% active; Q8TDD5;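 active = activation above its plate's cutoff, the mean activation of the plate's test wells plus 3 SD, cut at about 12% in these data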;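 also: 0% = DMSO only wells and 100% = carbachol wells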
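Material: HEK293 cells stably carrying human TRPML3-YFP; compound dosing: single dose, 3 µM final nominal compound, 0.3% DMSO final; incubation: 1-h 37 °C dye load, 5-s basal, 120-s post-compound reads; technique: Fluo-8 intracellular calcium fluorescence, excitation 470-495 nm, emission 515-575 nm; read-out basis: percent activation from peak-to-basal fluorescence ratio, scaled between DMSO and carbachol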
TRPN1 ag – activates the zebrafish TRPN1 channel; activation, % at 3 µM; HEK293 zebrafish TRPN1-YFP, Fluo-8 calcium fluorescence; 100% = response to 87 µM carbachol; 220,000 tested, 0.18% active; AID 1424;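 active = activation above its plate's cutoff, the mean activation of test wells on that plate plus 3 SD, cut at about 19% in these data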;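 also: 0% = DMSO alone and 100% = 87 µM carbachol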
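Material – zebrafish TRPN1-YFP in HEK293 cells · Doses – 3 µM single point · Schedule – dye 1 h 37 °C plus 30 min RT · Signal – Fluo-8 calcium fluorescence, excitation 470-495 nm, emission 515-575 nm · Read-out – % activation versus carbachol response · Control set – carbachol high, DMSO low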
CHOP inhibitor – blocks CHOP induction under ER stress. AID 2732. inhibition, % at 10 µM. 220,000 tested, 3.8% active. CHO-K1 CHOP-promoter luciferase, tunicamycin-induced, 15-18 h;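 active = compounds that reduced the stress-induced luciferase reporter signal by more than about 70% of percent inhibition, limit read from the data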;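 also: 0% = tunicamycin plus vehicle and 100% = wells without tunicamycin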
Mdm2 ligase inh – Mdm2 E3 ligase (human) inhibition; 210,000 tested, 0.11% active; Q00987; AID 1230; signal enhancement, % at 5 µM; cell-based MDM2 ubiquitination luciferase reporter, 2 h; 0 = plate control, 100 = twice control, blank-subtracted;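 active = signal enhancement of 30% or more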;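 also: luminescence tracks abundance of the self-degrading MDM2-luciferase fusion protein; higher signal means inhibition of MDM2 E3 ligase activity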
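test system = mammalian cells stably expressing self-ubiquitinating, self-degrading MDM2 E3–luciferase fusion | quantity = 2000 cells/well | incubation = cell settling 4 h, compound treatment 2 h, both 37 °C | signal = luminescence with SteadyLite reagent, 15 min at room temperature | evaluation = % enhancement relative to plate controls after blank subtraction | benchmarks = plate controls and plate blanks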
NCF1 inh – blocks human p47phox regulatory protein of NADPH oxidases; P14598; inhibition, % at 24.7 µM; p47phox/p22phox peptide binding, fluorescence polarization, 2 h; 220,000 tested, 0.53% active;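 active = inhibition above about 30%, limit read from the data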;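 also: 0% = p47phox with labelled peptide and 100% = labelled peptide alone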
Target sequence (P14598 whole entry, looked up): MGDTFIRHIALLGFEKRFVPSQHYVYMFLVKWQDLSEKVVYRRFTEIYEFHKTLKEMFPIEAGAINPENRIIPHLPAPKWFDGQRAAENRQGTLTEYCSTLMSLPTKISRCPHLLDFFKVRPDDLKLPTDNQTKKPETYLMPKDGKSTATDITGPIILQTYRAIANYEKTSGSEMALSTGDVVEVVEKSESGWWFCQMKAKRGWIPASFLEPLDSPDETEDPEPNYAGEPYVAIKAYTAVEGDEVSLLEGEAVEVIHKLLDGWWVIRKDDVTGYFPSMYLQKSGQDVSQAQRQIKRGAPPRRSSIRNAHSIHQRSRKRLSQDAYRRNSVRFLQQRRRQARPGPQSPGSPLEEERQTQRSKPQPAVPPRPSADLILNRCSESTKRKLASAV
EBV gp42 inh – EBV gp42 inhibition | AID 1085 | Fluorescence polarization binding assay, mP read-out | 220,000 tested, 0.42% active | inhibition, % (tested at 21.74 µM); in the data active = inhibition above about 50%
The depositor's hits bear a star; / = not tested or not shown.

SMILES	PPC-1+TRAIL kill	TNF death inh	Runt-SMMHC FRET	TRPML3 agonist	TRPN1 ag	CHOP inhibitor	Mdm2 ligase inh	NCF1 inh	EBV gp42 inh
CCOc1ccc2nc(NCCNC(=O)C(C)C)c(C)cc2c1	16	-1.4	0	1.0	-1.5	71*	9	-10	-12
COC(=O)c1cc2occc2n1Cc1nc(-c2cccc(Cl)c2)oc1C	14	-0.8	1	0.1	-0.1	3	/	-19	-6
C(=N\n1cnnc1SCc1ccccc1)/c1ccco1	-18	0.8	2	-0.4	-0.2	11	/	-10	-17
Cc1ccc(S(=O)(=O)NC(C)(C)CSc2nncn2C)cc1	19	0.2	-2	0.5	-1.0	9	-11	-2	-9
CC(C)CC(NS(=O)(=O)c1cc(C(=O)O)ccc1Cl)C(=O)O (centres undefined)	11	-0.1	-6	1.2	0.4	1	-17	5	-3
O=C(Nc1ccc(F)cc1)N1CCOCC1	5	0.6	-2	0.0	1.9	5	-6	22	0
CSc1cccc(NC(=O)CCCOc2ccccc2)c1	7	1.5	1	0.1	0.4	-9	4	-10	-11
CCOc1ccc(-n2c(SC(C)C)nc3c(c2=O)SCC3)cc1	41	-0.7	1	0.5	2.1	78*	-9	-11	-7
COc1ccc(Cn2cc(F)c(=O)n(C)c2=O)cc1[N+](=O)[O-]	12	0.5	3	0.3	1.3	12	-5	3	-17
O=C(CN1C2CCCC1CC(NC(=O)c1ccco1)C2)Nc1ccccc1 (centres undefined)	24	0.5	0	0.6	-0.2	11	-11	-1	-2
O=C(NNC(=S)Nc1ccc(Cl)c(Cl)c1)c1cccc([N+](=O)[O-])c1	6	5.4	-2	-0.9	2.0	-2	-7	-9	19
N#Cc1nc(-c2ccco2)oc1NCCCN1CCOCC1	10	-0.3	-1	-0.1	-0.7	3	-9	-6	20
NS(=O)(=O)c1ccc(CCNS(=O)(=O)c2cccc(C(=O)O)c2)cc1	0	1.6	-3	0.7	-1.0	-5	-10	2	-6
Cn1c(=O)c2c(nc(N3CCCCCC3)n2CC(=O)c2ccccc2)n(C)c1=O	11	-2.9	0	0.6	0.6	55	-13	-7	-1
COc1ccccc1-n1c(=O)c(C#N)c(-c2ccc([N+](=O)[O-])cc2)c2cc(C(=O)c3ccccc3O)cnc21	-14	-0.4	-3	1.0	1.0	-5	/	-34	-13
O=C(CN(C1CCCCC1)C1CCCCC1)N1CCc2ccccc2C1	-10	-0.4	4	-0.1	-1.2	87*	-21	-4	-1
O=C(CN1CCN(S(=O)(=O)c2ccc(Cl)cc2)CC1)Nc1ccc2c(c1)CCC2	6	3.9	-4	2.8	1.2	39	-14	-21	-15
O=C(Nc1ccc(OCC(F)(F)C(F)F)c(C(F)(F)F)c1)c1ccccc1O	1	-21	-2	2.2	11	108*	-15	-12	-15
CCN1CCN(c2ncnc3sc(C(=O)Nc4ccccc4F)c(C)c23)CC1	6	-2.6	-2	0.8	0.9	-9	-5	-8	-21
CNS(=O)(=O)c1cnccc1N1CCN(c2cccc(C(F)(F)F)c2)CC1	14	-1.4	0	-0.1	0.4	27	-13	-11	-9
Cc1ccc(S(=O)(=O)c2cc3c(=O)n4cccc(C)c4nc3n(CC3CCCO3)c2=N)cc1C (centres undefined)	8	-5.0	88*	0.4	2.9	-11	-3	-1	-6
CN(C)CCNc1nc2sc3c(c2c(=O)n1CCc1ccccc1)CCCCC3	2	-8.1	2	1.5	3.1	2	-20	-14	1
CCOc1ccccc1N(CC(=O)Nc1ccccc1C(=O)NCc1ccco1)S(C)(=O)=O	-12	1.4	0	-1.4	1.9	50	-7	-8	-13
Cc1cc(C2=NNC(=Nc3ccc(S(=O)(=O)N4CCOCC4)cc3)SC2)c(C)n1CC1CCCO1 (centres undefined)	8	2.1	46	0.4	-0.9	7	-5	-17	-6
Cc1ccnc(SCCn2c(N3CC(C)OC(C)C3)nc3c2c(=O)n(C)c(=O)n3C)n1 (centres undefined)	14	0.4	-1	0.3	-0.2	44	3	-1	-10

The list goes on, starting with the last five of the part before.
SMILES	PPC-1+TRAIL kill	TNF death inh	Runt-SMMHC FRET	TRPML3 agonist	TRPN1 ag	CHOP inhibitor	Mdm2 ligase inh	NCF1 inh	EBV gp42 inh
Cc1ccc(S(=O)(=O)c2cc3c(=O)n4cccc(C)c4nc3n(CC3CCCO3)c2=N)cc1C (centres undefined)	8	-5.0	88*	0.4	2.9	-11	-3	-1	-6
CN(C)CCNc1nc2sc3c(c2c(=O)n1CCc1ccccc1)CCCCC3	2	-8.1	2	1.5	3.1	2	-20	-14	1
CCOc1ccccc1N(CC(=O)Nc1ccccc1C(=O)NCc1ccco1)S(C)(=O)=O	-12	1.4	0	-1.4	1.9	50	-7	-8	-13
Cc1cc(C2=NNC(=Nc3ccc(S(=O)(=O)N4CCOCC4)cc3)SC2)c(C)n1CC1CCCO1 (centres undefined)	8	2.1	46	0.4	-0.9	7	-5	-17	-6
Cc1ccnc(SCCn2c(N3CC(C)OC(C)C3)nc3c2c(=O)n(C)c(=O)n3C)n1 (centres undefined)	14	0.4	-1	0.3	-0.2	44	3	-1	-10
O=C(c1cccc([N+](=O)[O-])c1)N1CC2C3C=CC(C3)C2C1 (centres undefined)	12	0.3	1	-0.1	1.3	-2	19	21	-8
CCOC(=O)C1CCN(S(=O)(=O)c2ccc(OC)c(OC)c2)CC1	11	1.1	-7	0.6	-0.5	18	-15	1	-6
CC(=O)Nc1ccc(S(=O)(=O)NCC(=O)OCc2cc(=O)oc3ccc4ccccc4c23)cc1	20	1.4	1	0.5	0.0	34	-25	-14	-11
Cc1ccc(Nc2ncnc(N)n2)cc1C	5	-0.3	-8	0.6	0.0	-12	-14	0	1
Cn1cccc1C(=O)NC(=O)COC(=O)CNC(=O)c1ccc(Cl)cc1Cl	-3	0.2	0	0.8	-0.9	-6	-13	-4	11
Cc1cc(-c2nnc(CCC(=O)N3CCN(Cc4cccc(F)c4)CC3)o2)c(C)o1	-3	-0.9	-4	0.0	-2.8	-3	-4	-18	12
CC(=O)N1N=C(C)CC1c1ccc(O)cc1 (centres undefined)	4	4.1	-2	0.6	-0.6	17	-3	-7	9
Cc1ccc(CNC(=O)CCCn2c(=O)c3ccccc3n(CC(=O)NCc3ccco3)c2=O)cc1	15	-1.5	0	0.1	0.6	-3	-21	6	-15
Brc1ccc(/C=N/N2CCN(C3c4ccccc4-c4ccccc43)CC2)s1	11	-0.8	4	0.1	1.9	15	0	0	1
O=C(CN1CCN(CCOCCO)CC1)N1c2ccccc2Sc2ccc(Cl)cc21	-3	0.7	2	1.2	1.8	13	-12	-9	-16
CCCS(=O)(=O)N1CCN=C1SCc1cccc(C)c1	24	-0.1	2	-0.3	-1.3	-10	-5	0	-6
CCN(CC)C(=O)C1CCCN(c2ccc([N+](=O)[O-])cc2)C1 (centres undefined)	9	1.4	-13	0.2	0.5	-17	-3	-16	-7
CN(C)c1ccc(NC(=O)COC(=O)CCC(=O)c2ccc(F)cc2)cc1	9	-2.8	2	0.3	-0.5	8	2	-1	1
Cc1ccc(S(=O)(=O)NC(=O)NCCc2ccccc2)cc1	20	-0.1	1	0.4	0.2	19	/	-7	-1
COc1ccc(Cc2nnc(N/N=C/c3ccccc3O)[nH]c2=O)cc1OC	35	-9.7	1	0.0	-0.8	68	-13	5	-4
C(=N\c1nccs1)/c1c[nH]c2ccccc12	10	0.9	-5	0.7	0.1	-6	10	-5	-5
Cc1cc(C)cc(C(=O)Nc2ccc(N3CCN(S(C)(=O)=O)CC3)cc2)c1	4	0.1	-2	-0.2	0.1	53	-2	1	-4
COc1ccc(CC(=O)Nc2ccc(-c3nnc(-c4ccccc4)o3)cc2)cc1OC	4	1.5	-6	0.2	0.3	74*	11	-13	-61
O=C(NCc1ccc2c(c1)OCO2)c1ccc(Cl)c(S(=O)(=O)NCc2ccccc2)c1	5	4.6	-5	-0.3	-2.0	37	-5	-16	6
Nc1cccc2nc3ccccc3cc12	32	-9.0	58*	0.9	-1.2	/	-1	-1	-11
CN(c1ncc(C(F)(F)F)cc1Cl)N1C(=O)c2cccc(N)c2C1=O	8	-1.1	22	-0.5	-1.1	11	-2	-6	57*
CCOC(=O)N1CCN(C(=O)c2ccc(NS(C)(=O)=O)cc2)CC1	-6	-1.1	1	0.4	-0.1	-2	2	13	-7
O=C1C2C3CCC(C3)C2C(=O)N1Cc1ccccc1 (centres undefined)	14	19	-2	0.8	1.4	21	-12	-4	-11
CC(=O)Nc1ccc(S(=O)(=O)N2CCN(c3nc(NC4CCCC4)c4ccccc4n3)CC2)cc1	21	-20	0	0.4	-0.1	16	-3	-11	5
CC(C)Cn1c(=O)oc2ccccc21	47	0.4	-2	1.4	1.3	6	4	2	-12
COc1ccc(CC(=O)NNC(=O)c2c(-c3ccccc3Cl)noc2C)cc1OC	-5	5.7	-3	0.6	0.2	14	-2	-12	-18
CC(C)Cc1cc(C(=O)NCc2cccs2)no1	9	8.6	-1	-0.3	-1.1	0	-28	7	4

Taken from the listing, 3 compounds:
SMILES	PPC-1+TRAIL kill	TNF death inh	Runt-SMMHC FRET	TRPML3 agonist	TRPN1 ag	CHOP inhibitor	Mdm2 ligase inh	NCF1 inh	EBV gp42 inh
Cc1ccc(Nc2ncnc(N)n2)cc1C	5	-0.3	-8	0.6	0.0	-12	-14	0	1
Cn1cccc1C(=O)NC(=O)COC(=O)CNC(=O)c1ccc(Cl)cc1Cl	-3	0.2	0	0.8	-0.9	-6	-13	-4	11
Cc1cc(-c2nnc(CCC(=O)N3CCN(Cc4cccc(F)c4)CC3)o2)c(C)o1	-3	-0.9	-4	0.0	-2.8	-3	-4	-18	12

3 of the entries above in order of the CHOP inhibitor value, high to low.
smiles | CHOP inhibitor
Cc1cc(C)cc(C(=O)Nc2ccc(N3CCN(S(C)(=O)=O)CC3)cc2)c1 | 53
O=C(NCc1ccc2c(c1)OCO2)c1ccc(Cl)c(S(=O)(=O)NCc2ccccc2)c1 | 37
CCCS(=O)(=O)N1CCN=C1SCc1cccc(C)c1 | -10
